Screening results deposited in PubChem by several laboratories.
KCNQ1 block: blocks the human KCNQ1 potassium channel | P51787 | CHO-K1 KCNQ1, FluxOR thallium flux fluorescence; hits give high values | B-score at 10 µM | 310,000 compounds, 1.3% hits;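 active means compounds whose thallium flux B-score, printed positive for inhibition, exceeds three library SD while starting fluorescence stays within three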;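 further: channel opened by potassium depolarization with thallium stimulus after 20 min compound exposure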
TMEM16A act: activators or potentiators of mouse TMEM16A chloride channel. B-score at 10 µM. Q8BHY3. HEK293 TMEM16A/YFP-H148Q/I152L, iodide quench fluorescence; hits give low values. 340,000 compounds, 0.3% hits;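 active means fluorescence-ratio B-score plate-corrected deviation score at least 3 library SD below zero, with starting fluorescence score within 5 deviations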;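 further: channel opened by trigger with iodide after compound preincubation; score built on the fluorescence ratio of max minus min over baseline; more negative score means more quench and so TMEM16A activation or potentiation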
TRPC4 act: TRPC4 (mouse) channel activation; Q9QUQ5; HEK293 TRPC4beta/mu-opioid, Fluo4 calcium fluorescence; hits give high values; B-score at 10 µM; 310,000 compounds, 0.49% hits; AID 2237;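 active means B-score above 5 SD of library B-scores, and initial fluorescence ratio not above library mean plus 5 SD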;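 further: positive B-score marks a calcium rise read as TRPC4 activation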
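Assay system: HEK293 stable line with TRPC4beta plus mu-opioid receptor. Times: dye 45 min RT, read 110 s. Measured by: kinetic Fluo4 calcium fluorescence. Measure: B score of integrated ratio. Controls: assay buffer as low control, maximal DAMGO as high control.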
HDAC3 inh: inhibitors of human histone deacetylase 3. O15379. recombinant HDAC3, fluorogenic peptide/trypsin coupled, fluorescence. inhibition, % at 8.3 µM. 320,000 compounds, 0.15% hits. AID 2718; in the data active means inhibition above about 26%, passing the limit was not always enough; inconclusive means no clear call, values can overlap the other calls
Dyrk1A ADPGlo: blocks rat Dyrk1A kinase activity. ADP-Glo luminescence, NFATc1 peptide. inhibition, % at 12.5 µM. 310,000 compounds, 0.43% hits. AID 504441; in the data active means inhibition above about 50%;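 further: plate controls were vehicle with enzyme for no effect and no enzyme for full effect; many of its hits are not listed in these tables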
TMEM16A inh: inhibitors of mouse TMEM16A calcium-activated chloride channel; Q8BHY3; HEK293 TMEM16A/YFP iodide influx fluorescence, ionomycin; normalized B-score (activity score, 25-100; higher = stronger inhibition) at 10 µM; 310,000 compounds, 1.2% hits; AID 588511;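 active means ratio plate-corrected score three or more library SD toward inhibition, starting fluorescence score within five deviations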;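 further: score derived from kinetic fluorescence span divided by baseline fluorescence per well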
hERG rescue: hERG (human) protection from proarrhythmic block | Q12809 | activation (rescue from dofetilide block), less the hit threshold, % at 10 µM | 310,000 compounds, 0.51% hits | CHO-hERG, FluxOR thallium flux, dofetilide IC70 present;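 active means activation above the mean of controls blocked by dofetilide plus 5 SD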;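 further: thallium influx through hERG after potassium depolarization seen as dye fluorescence rise; in these data hits start at about 4.7%; inactives centre near -7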
KCNK3 block: human KCNK3 channel inhibition, primary screen. CHO-KCNK3 thallium flux, FluxOR fluorescence; hits give low values. B-score at 10 µM. 340,000 compounds, 0.84% hits;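 active means B-score under library mean minus 4 SD, starting fluorescence ratio at most library mean plus 5 SD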;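 further: more negative B-score means stronger inhibition of thallium flux through KCNK3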
Target sequence (O14649 whole entry, looked up): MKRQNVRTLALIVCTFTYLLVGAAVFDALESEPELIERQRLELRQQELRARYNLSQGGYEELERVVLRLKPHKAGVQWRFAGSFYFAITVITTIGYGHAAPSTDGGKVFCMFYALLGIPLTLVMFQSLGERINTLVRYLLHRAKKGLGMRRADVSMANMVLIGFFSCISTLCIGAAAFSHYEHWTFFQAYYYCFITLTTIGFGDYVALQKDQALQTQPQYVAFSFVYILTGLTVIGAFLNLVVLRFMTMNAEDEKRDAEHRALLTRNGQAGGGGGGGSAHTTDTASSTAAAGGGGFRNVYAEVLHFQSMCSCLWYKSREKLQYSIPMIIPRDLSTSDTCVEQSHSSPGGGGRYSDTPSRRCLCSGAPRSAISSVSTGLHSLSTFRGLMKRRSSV
TRPC4 potent: TRPC4 (mouse) allosteric potentiation | HEK293 TRPC4beta/mu-opioid, DAMGO EC20, Fluo-4 Ca2+ flux; hits give high values | B-score at 10 µM | 310,000 compounds, 0.42% hits;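 active means B-score of calcium response area above 5 SD of library B-scores, with initial fluorescence ratio within 5 SD of library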;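 further: B-score of integrated fluorescence ratio over time as area under calcium response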
KCNQ1 act: potentiates or activates the human KCNQ1 potassium channel; CHO-K1 KCNQ1, thallium flux FluxOR fluorescence; hits give high values; B-score at 10 µM; P51787; 310,000 compounds, 0.35% hits;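 active means fluorescence ratio B-score, a plate-corrected score, at least three library SD, with initial intensity B-score within 5 SD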
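Doses: Single concentration per compound, DMSO matched to controls | Test system: KCNQ1-transfected CHO-K1 cells | Timing: 90 min dye loading and 20 min compound exposure, both at room temperature | Measured by: Kinetic FluxOR thallium fluorescence, 10-s 1-Hz baseline, 110-s post-stimulus read | Medium: Assay buffer with matched DMSO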
KCNK9 inh: inhibitors of human KCNK9 two-pore domain potassium channel. Q9NPC2. HEK293 KCNK9, FluxOR thallium flux fluorescence; hits give low values. B-score at 10 µM. 310,000 compounds, 1.2% hits;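 active means ratio B-score over 3 SD below the library mean, with starting fluorescence within 5 SD of its mean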;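 further: negative B-score means less thallium flux so channel inhibition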
Target sequence (Q9NPC2 whole entry, looked up, the tested form may be a part): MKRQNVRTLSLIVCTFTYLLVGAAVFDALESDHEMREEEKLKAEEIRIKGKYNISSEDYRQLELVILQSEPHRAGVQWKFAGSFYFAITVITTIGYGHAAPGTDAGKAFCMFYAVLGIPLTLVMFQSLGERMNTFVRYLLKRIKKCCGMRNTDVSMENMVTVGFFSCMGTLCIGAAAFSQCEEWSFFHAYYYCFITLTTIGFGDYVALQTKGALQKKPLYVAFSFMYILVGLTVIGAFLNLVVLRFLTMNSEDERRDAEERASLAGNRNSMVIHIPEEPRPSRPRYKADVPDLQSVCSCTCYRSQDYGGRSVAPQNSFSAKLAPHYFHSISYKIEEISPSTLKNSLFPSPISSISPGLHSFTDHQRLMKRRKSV
Numbers without * were called inactive; i = inactive; u = inconclusive; x = no result given. Not all compounds are listed; count on the stated rates, not on these rows.

cpd	Structure	KCNQ1 act	KCNQ1 block	TRPC4 potent	HDAC3 inh	TMEM16A act	TRPC4 act	Dyrk1A ADPGlo	hERG rescue	KCNK9 inh	TMEM16A inh	KCNK3 block
1	COc1ccc(N=C2S/C(=C\c3cc(C)n(C)c3C)C(=O)N2CC(C)C)cc1	i	i	i	5	i	i	-5	-4	i	i	i
2	C/C(CCN1CCCCc2nc(C)c(C)cc21)=N\O[C@H](C)c1cn([C@H](CO)Cc2ccccc2)nn1	i	i	i	0	x	i	x	-5	i	i	x
3	O=C/C=C/c1coc2ccc3ccccc3c2c1=O	i	i	i	-1	x	i	x	-3	i	i	x
4	Cc1ccc(-c2nc3c(c(=O)c4ccccc4n3C)c(=O)n2-c2ccc(F)cc2)cc1	i	i	i	-5	i	i	7	-8	i	i	i
5	CS(=O)(=O)NCCC1=CCCCC1	i	i	i	-7	i	i	-3	-12	i	i	i
6	CC(C)(C)c1ccc(OCC(O)CN2CCc3ccccc3C2)cc1 (centres undefined)	i	i	i	3	i	i	x	-18	i	i	i
7	CC(=O)N(C)c1ccc(NC(=O)c2ccco2)cc1	i	i	i	-1	i	i	5	-13	i	i	i
8	O=C(/C=C/c1ccco1)Nc1ccc2c(c1)OCCO2	i	i	i	2	i	i	4	-5	i	i	i
9	COc1ccc(S(=O)(=O)NCC2CCC(C(=O)NCC(OC)OC)CC2)cc1 (centres undefined)	i	i	i	2	i	i	x	-9	i	i	i
10	Cc1cc(C)cc(C(=O)NCC(=O)NCc2ccc(S(N)(=O)=O)cc2)c1	i	i	i	-5	i	i	-1	-5	i	i	i
11	CC1C(=O)CCN(C(C)(C)C)C1C (centres undefined)	i	i	i	-4	i	i	-3	-7	i	i	i
12	COc1ccc(CNS(=O)(=O)c2ccc(-c3ccc(=O)[nH]n3)o2)cc1	i	i	i	-8	i	i	-4	-9	i	i	i
13	CC(=O)Nc1nc(-c2cccc3ccccc23)cs1	i	i	i	-2	i	i	0	-7	i	i	i
14	CCOc1ccccc1OCCCC(=O)NC1=NCCS1	i	i	i	u	i	i	-5	-3	i	i	i
15	CC(=O)Nc1ccc(S(=O)(=O)NCC(=O)OCC(=O)N2CCN(c3ccccc3)CC2)cc1	i	i	i	-5	i	i	-4	-6	i	i	i
16	Cc1cc(C)n(-c2ccc(C(=O)Nc3ccccn3)cc2)n1	i	i	i	2	i	i	9	-8	i	i	i
17	Cc1nn(C)c(C)c1S(=O)(=O)N1CCC(C(=O)NC2CCCCC2)CC1	i	i	i	-3	i	i	-6	-4	i	i	i
18	Cc1cc(C)nc(NC(N)=NC2CCCCC2)n1	i	i	i	-2	i	i	-1	-4	i	i	i
19	Cn1c(Cn2cnc(Cl)c2Cl)nc2ccccc21	i	i	i	4	i	i	9	-7	i	i	i
20	O=C1c2cnc3nc(SCc4ccccc4)nn3c2CC2c3ccccc3CCN12 (centres undefined)	i	i	i	-3	i	i	-1	-13	i	i	i
21	Cn1c(-c2cnn(-c3ccccc3)c2N)n[nH]c1=S	i	i	i	6	i	i	2	-3	i	i	i
22	CCOC(=O)C1CCCN(C(=O)CN2C(=O)c3ccccc3C2=O)C1 (centres undefined)	i	i	i	1	i	i	-2	-12	i	i	i
23	CCc1c(C)nc2c(Br)cccc2c1SCCC#N	i	i	i	4	i	i	5	-6	i	i	i
24	COc1ccc(CCN(C)C(=S)Nc2cccc(C)c2)cc1OC	i	i	i	-6	i	i	-7	-4	i	i	i
25	O=C1OC(N2CCN(Cc3ccccc3)CC2)c2ccccc21 (centres undefined)	i	i	i	2	i	i	5	-16	i	i	i
26	O=C(Cn1nnc(-c2ccccc2)n1)N=Nc1c(O)[nH]c2ccccc12	i	i	i	4	i	i	-10	-4	i	i	i
27	O=C(Nc1sccc1C(=O)NCc1ccco1)c1cccnc1	i	i	i	3	i	i	23	-17	i	i	i
28	CCOC(=O)N1CCC(NC(=O)c2cccn3c(=O)c4cc(Br)ccc4nc23)CC1	i	i	i	4	i	i	-4	-9	i	i	i
29	Cc1c(C#N)c(NC(=O)c2cccc(Cl)c2)n(Cc2ccccc2)c1C	i	i	i	17	i	i	-1	-3	i	i	i
30	O=C1c2ccccc2-c2c1nc1c([n+]2[O-])CCCC1	i	i	i	-2	i	i	-8	-5	i	i	i
31	CC(=O)NC(c1cccs1)c1cc([N+](=O)[O-])c2cccnc2c1O (centres undefined)	i	i	i	-7	i	i	1	-7	i	i	i
32	O=NN(CCc1ccncc1)c1ccc(OCc2ccccc2)cc1	i	10*	i	4	i	i	-5	-20	i	i	-9.1*
33	CC(C)CCn1c(N2CCOCC2)nc2c1c(=O)n(CC(N)=O)c(=O)n2C	i	i	i	-1	i	i	4	-2	i	i	i
34	Cc1sc2ncnc(NCC(C)(C)N3CCOCC3)c2c1C	i	i	i	-2	i	162*	5	-18	i	i	i
35	C=C1N(C)c2cc([N+](=O)[O-])c(N)cc2C1(C)C	i	i	i	10	i	i	-1	-4	i	i	i
36	Cc1cc(C)nc(Sc2nc(Cl)nc(N(c3ccccc3)c3ccccc3)n2)n1	i	i	i	7	i	i	4	-15	i	i	i

Marked active in KCNK3 block, of those listed so far:
No. | molecule | KCNQ1 act | KCNQ1 block | TRPC4 potent | HDAC3 inh | TMEM16A act | TRPC4 act | Dyrk1A ADPGlo | KCNK9 inh | KCNK3 block
32 | O=NN(CCc1ccncc1)c1ccc(OCc2ccccc2)cc1 | i | 10* | i | 4 | i | i | -5 | i | -9.1*

Other entries follow.
cpd	Structure	KCNQ1 act	KCNQ1 block	TRPC4 potent	HDAC3 inh	TMEM16A act	TRPC4 act	Dyrk1A ADPGlo	hERG rescue	KCNK9 inh	TMEM16A inh	KCNK3 block
37	C=CCOC(=O)C1=C[C@@H](c2csc3ccccc23)[C@H](CCCO)[C@@H](OCC)O1	i	i	i	15	i	i	6	-7	i	i	i
38	COC(=O)C1(C)NC(c2ccc(O)cc2)C2C(=O)N(c3ccccc3)C(=O)C21 (centres undefined)	i	i	i	2	i	i	0	-3	i	i	i
39	O=[N+]([O-])c1ccc(S(=O)(=O)Nc2ccncc2)cc1	i	i	i	-7	i	i	-2	-7	i	i	i
40	O=C(COc1ccccc1)Nc1nc(-c2ccncc2)cs1	i	i	i	-1	i	i	22	-6	i	i	i
41	CC1(C)C[C@@H]1C(=O)N/C(=C\CCCCSC[C@H](N)C(=O)O)C(=O)O	x	x	x	-3	i	x	3	x	x	i	i
42	COc1ccc(-n2nc3c(c2NC(=O)c2ccccc2S(=O)(=O)C(F)F)CS(=O)(=O)C3)cc1	i	i	i	16	i	i	1	-13	i	i	i
43	Cc1nc2ccc(Br)cn2c1C(=O)N/N=C\c1ccccc1[N+](=O)[O-]	i	i	i	3	i	i	-3	-9	i	i	i
44	Nc1nc(SCc2ccc([N+](=O)[O-])cc2)c2ncn(C3OC(CO)C(O)C3O)c2n1 (centres undefined)	i	i	i	3	i	i	57*	-4	i	i	i
45	Cc1cccc(NC(=O)CN(C)S(=O)(=O)c2cccc3cccnc23)c1C	i	i	i	3	i	i	6	-11	i	i	i
46	CC1CN(C(=O)NCc2ccccc2)c2cc(Cl)ccc2O1 (centres undefined)	i	i	i	5	i	i	6	-2	i	i	i
47	COC(=O)c1cc2ccsc2n1CC(=O)N1CCCc2ccccc21	i	i	i	-5	i	i	1	-12	i	i	i
48	CCc1ccc(N2C(=O)Nc3ccc(Br)cc3C2(O)C(=O)NCCN(C)C)cc1 (centres undefined)	i	i	i	3	i	i	2	-8	i	i	i
49	CCOc1cc(/C=C(\C#N)C(N)=O)ccc1OS(=O)(=O)c1ccccc1	i	i	i	-1	i	i	1	-14	i	i	i
50	Cc1noc(C)c1CSCC(=O)N(C)CC(=O)Nc1ccccc1Cl	i	i	i	-6	i	i	2	-10	i	i	i
51	CN(CC(=O)NCc1cccnc1)S(=O)(=O)c1ccc2c(c1)c(=O)n(C)c(=O)n2C	i	i	i	1	i	i	18	-10	i	i	i
52	Cc1cc2cc(CCNC(=O)c3ccc(Br)o3)c(=O)[nH]c2cc1C	i	i	i	-1	i	i	7	-15	i	i	i
53	O=C1[C@H]2[C@@H](c3ccc(F)cc3)N3C(=O)N(c4ccccc4)C(=O)[C@@]3(Cc3ccc(Cl)cc3)[C@H]2C(=O)N1C1CCCCC1	i	i	i	-4	i	i	-7	-10	i	i	i
54	O=C(CSc1ncn(-c2ccccc2)n1)Nc1nc2ccccc2s1	i	i	i	2	i	i	14	-5	i	i	i
55	COc1ccccc1CC(NC(C)=O)C(=O)NC1CCN(S(=O)(=O)c2ccc(NC(C)=O)cc2)CC1 (centres undefined)	i	i	i	-1	i	i	-6	-9	i	i	i
56	COc1ccc(C(=O)CSc2nnc(CN3CCCCC3)n2-c2ccc(Cl)cc2)cc1OC	i	i	i	5	i	i	-2	-12	i	i	i
57	Cc1ccc(-c2cc(C(F)(F)F)n3nc(C(=O)NCCCn4ccnc4)cc3n2)cc1C	i	i	i	-9	i	i	1	-13	i	i	i
58	Cc1ccc(COc2cccc3c2CCN(Cc2ccc(F)cc2)C3=O)cc1	i	i	i	9	i	i	-5	-21	-10*	i	i
59	Cc1ccc(C(=O)NC(=S)Nc2ccc(-c3ccc(CO)o3)cc2)cc1	i	i	i	-8	i	i	11	-3	i	i	i
60	COc1ccc(CNC(=O)CSc2nnc(C)c(=O)[nH]2)cc1	i	i	i	1	i	i	16	-9	i	i	i
61	COc1ccccc1CNC(=O)c1ccc(OC(C)C)cc1	i	i	i	1	i	i	0	-14	i	i	i
62	Cc1ccc(Cl)cc1N1CCN(C(=S)NCCc2ccccc2)CC1	i	12*	i	4	i	i	-7	-14	i	i	-11*
63	CC1=C(C)CC(C(=O)Nc2ccc(C(=O)N3CCOCC3)cc2)C(C(=O)O)C1 (centres undefined)	i	i	i	0	i	i	4	-7	i	i	i
64	O=C(COc1cccnc1[N+](=O)[O-])NCCc1ccc(Cl)cc1Cl	i	i	i	6	i	i	1	-7	i	i	i
65	c1ccc(-n2nnnc2-n2ccnc2)cc1	i	i	i	-5	i	i	2	0	i	i	i
66	CCOc1ccc(NC(=O)C2CCCN(S(=O)(=O)c3c(C)noc3C)C2)cc1 (centres undefined)	i	i	i	4	i	i	-1	-9	i	i	i
67	O=S(=O)(c1cccc2ccccc12)N1CCCCC1	i	i	i	x	i	i	-3	-11	i	x	i
68	CC(=O)NCC(=O)OCC(=O)c1ccc(C)cc1	i	i	i	-6	i	i	2	-11	i	i	i
